# CHO-K1 Ca PAM: nonselective activator or artifact in parental CHO-K1 calcium assay; ATP EC20, Fluo-8 calcium fluorescence; 0% at ATP EC20, 100% at ATP max; activation, % at 3 µM; 360,000 compounds, 0.02% hits; AID 602247;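 active = activation above the run cutoff, the mean activation of all test compounds plus 3 SD, cut at about 40% in these data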;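 also: peak over basal fluorescence ratio in a 140 s read after ATP addition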
# CHO-K1 Ca antag: nonselective inhibitor or artifact in parental CHO-K1 cells. inhibition, % at 3 µM. AID 602250. ATP-induced calcium, Fluo-8 fluorescence. 360,000 compounds, 0.6% hits;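 active = inhibition above a per-plate cutoff, the plate's mean sample inhibition plus 3 SD, cut at about 24% in these data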;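 also: 0% = DMSO plus EC80 ATP and 100% = DMSO alone without ATP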
# CHRM5 agonist: CHRM5 agonism in calcium assay. 360,000 compounds, 0.19% hits. CHO-K1 hM5 cells, Fluo-8 calcium fluorescence; 0% DMSO wells, 100% maximal acetylcholine response. P08912. activation, % at 3 µM;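 active = activation above the run's mean over test compounds plus 3 SD, cut at about 23% in these data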;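 also: signal is peak over basal fluorescence ratio across the kinetic read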
# Target sequence (P08912 whole entry, looked up): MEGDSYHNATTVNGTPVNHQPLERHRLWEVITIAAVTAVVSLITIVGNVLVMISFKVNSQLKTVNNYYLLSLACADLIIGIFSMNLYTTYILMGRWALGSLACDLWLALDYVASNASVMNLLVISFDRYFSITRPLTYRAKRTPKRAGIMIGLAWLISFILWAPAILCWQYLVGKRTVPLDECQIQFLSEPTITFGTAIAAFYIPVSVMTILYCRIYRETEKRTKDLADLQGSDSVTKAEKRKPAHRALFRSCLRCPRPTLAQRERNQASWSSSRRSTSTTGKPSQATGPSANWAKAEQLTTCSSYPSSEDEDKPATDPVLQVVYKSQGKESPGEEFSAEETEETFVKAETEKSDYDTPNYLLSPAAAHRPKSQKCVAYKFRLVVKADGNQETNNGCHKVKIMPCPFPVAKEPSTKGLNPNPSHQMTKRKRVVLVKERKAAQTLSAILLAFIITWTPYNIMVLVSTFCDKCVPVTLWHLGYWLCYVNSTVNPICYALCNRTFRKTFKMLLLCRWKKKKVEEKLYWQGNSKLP
# M5 antag: blocks acetylcholine activation of human M5 receptor; CHO-hM5 cells, Fluo-8 calcium fluorescence, ACh EC80; inhibition, % at 3 µM; 360,000 compounds, 0.59% hits;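 active = inhibition above a per-plate cutoff, the mean of that plate's test compounds plus 3 SD, cut at about 27% in these data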;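 also: 0% = acetylcholine EC80 with DMSO and 100% = DMSO without agonist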
# CHRM4 PAM: positive allosteric modulators of human muscarinic M4 receptor. P08173. CHO-K1 hM4/Gqi5, Fluo-8 calcium fluorescence, ACh EC20; 0% = ACh EC20, 100% = maximal ACh. activation, % at 3 µM. 360,000 compounds, 0.4% hits. AID 624126;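 active = activation above its plate's cutoff, the mean activation of sample wells plus 3 SD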; also: some results filed as inactive read as strong as hits
# Target sequence (P08173 whole entry, looked up): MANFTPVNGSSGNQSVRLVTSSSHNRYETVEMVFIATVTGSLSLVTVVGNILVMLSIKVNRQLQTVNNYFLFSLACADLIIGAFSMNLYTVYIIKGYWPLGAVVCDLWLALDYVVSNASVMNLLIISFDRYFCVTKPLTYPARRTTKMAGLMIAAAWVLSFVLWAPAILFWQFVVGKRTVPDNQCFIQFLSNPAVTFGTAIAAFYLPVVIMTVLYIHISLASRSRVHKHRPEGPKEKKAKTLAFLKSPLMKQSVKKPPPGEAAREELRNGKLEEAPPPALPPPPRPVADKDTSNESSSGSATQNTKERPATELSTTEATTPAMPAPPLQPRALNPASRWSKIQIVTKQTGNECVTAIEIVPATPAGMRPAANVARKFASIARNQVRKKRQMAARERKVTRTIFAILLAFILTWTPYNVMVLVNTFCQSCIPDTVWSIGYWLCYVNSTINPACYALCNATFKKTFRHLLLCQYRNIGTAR
# M4 antag: antagonists of human muscarinic M4 receptor (CHRM4) | P08173 | CHO-hM4 cells, ACh EC80, Fluo-8 calcium fluorescence | inhibition, % at 3 µM | 360,000 compounds, 0.73% hits | AID 624125;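 active = inhibition above its plate's cutoff, the mean inhibition of sample wells plus 3 SD, cut at about 27% in these data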;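 also: 0% = acetylcholine EC80 with DMSO and 100% = DMSO without agonist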
# CHO-K1 Ca ag: M1 agonist counterscreen hit in parental CHO-K1 cells; activation, % at 3 µM; 360,000 compounds, 0.48% hits; Fluo-8 calcium fluorescence; scaled to maximal ATP response, vehicle zero; AID 602248; in the data active = activation above about 15%;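 also: untransfected CHO-K1 host cells lacking M1 receptor as counterscreen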
# M5 PAM: potentiates acetylcholine response at human M5 receptor. CHO-K1 hM5, Fluo-8 calcium, ACh EC20 PAM; 0% = ACh EC20, 100% = ACh EC100. activation, % at 3 µM. 360,000 compounds, 0.3% hits. AID 624038;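 active = activation above the run cutoff, the mean activation of all test compounds plus 3 SD, cut at about 18% in these data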
#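 Assay system: CHO-K1 hM5 cells. Also added: acetylcholine at EC20 concentration, added after compound. Dosing: 3 µM, single dose. Times: compound preincubation 140 s before EC20 acetylcholine addition. Signal: Fluo-8 calcium fluorescence. Measure: % activation relative to EC20 and EC100 ACh responses. Repeats: singlicate, one well per test compound.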
# CHRM4 agonist: agonists of human muscarinic M4 receptor (CHRM4); CHO-K1 hM4/Gqi5, Fluo-8 calcium fluorescence; vehicle 0%, full acetylcholine response 100%; P08173; 360,000 compounds, 0.14% hits; activation, % at 3 µM;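 active = activation above the run mean over all test wells plus 3 SD, cut at about 32% in these data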;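 also: peak over basal fluorescence ratio per well then scaled between controls; 0% = DMSO wells and 100% = acetylcholine at EC100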
# Starred values were filed as active, the others as inactive.
SMILES	CHO-K1 Ca PAM	CHO-K1 Ca antag	CHRM5 agonist	M5 antag	CHRM4 PAM	M4 antag	CHO-K1 Ca ag	M5 PAM	CHRM4 agonist
c1ccc(-c2noc(CN3CCN(C(c4ccccc4)c4ccccc4)CC3)n2)cc1	19	-20	-4	0	3	-5	0.2	-4	1
CCn1c(SCC(=O)N2CCc3ccccc32)nnc1-c1ccncc1	-3	10	1	0	-2	-1	0.4	2	1
COc1ccc(C(C#N)N2N=C(C)CC2c2ccccc2)cc1OC (stereo unspecified)	-12	2	2	12	-5	-1	0.6	3	0
Cn1nc(C(=O)NC2CCCc3ccccc32)ccc1=O (stereo unspecified)	15	-11	-2	6	-1	-4	0.3	-2	1
CCC(C)NC(=O)c1ccccc1-c1ccccc1C(=O)NC(C)CC (stereo unspecified)	13	1	-4	-1	-4	6	11	6	0
O=C(CSc1nnc(C2CC2)n1-c1ccccc1)NC1CCS(=O)(=O)C1 (stereo unspecified)	-2	-8	-3	3	5	-1	0.7	6	0
Cc1ccc(S(=O)(=O)N/N=C\c2cn(CC(N)=O)c3ccccc23)cc1C	6	1	-3	12	3	-13	1.1	7	1
CCc1nc2c(OCC(=O)C(C)(C)C)cccn2c1N(C)C(=O)c1cccs1	10	-6	-1	-1	5	-12	0.0	1	0

# Four of the compounds above, as labelled records.
> c1ccc(-c2noc(CN3CCN(C(c4ccccc4)c4ccccc4)CC3)n2)cc1
  CHO-K1 Ca PAM: 19
  CHO-K1 Ca antag: -20
  CHRM5 agonist: -4
  M5 antag: 0
  CHRM4 PAM: 3
  M4 antag: -5
  CHO-K1 Ca ag: 0.2
  M5 PAM: -4
  CHRM4 agonist: 1
> CCn1c(SCC(=O)N2CCc3ccccc32)nnc1-c1ccncc1
  CHO-K1 Ca PAM: -3
  CHO-K1 Ca antag: 10
  CHRM5 agonist: 1
  M5 antag: 0
  CHRM4 PAM: -2
  M4 antag: -1
  CHO-K1 Ca ag: 0.4
  M5 PAM: 2
  CHRM4 agonist: 1
> COc1ccc(C(C#N)N2N=C(C)CC2c2ccccc2)cc1OC (stereo unspecified)
  CHO-K1 Ca PAM: -12
  CHO-K1 Ca antag: 2
  CHRM5 agonist: 2
  M5 antag: 12
  CHRM4 PAM: -5
  M4 antag: -1
  CHO-K1 Ca ag: 0.6
  M5 PAM: 3
  CHRM4 agonist: 0
> Cn1nc(C(=O)NC2CCCc3ccccc32)ccc1=O (stereo unspecified)
  CHO-K1 Ca PAM: 15
  CHO-K1 Ca antag: -11
  CHRM5 agonist: -2
  M5 antag: 6
  CHRM4 PAM: -1
  M4 antag: -4
  CHO-K1 Ca ag: 0.3
  M5 PAM: -2
  CHRM4 agonist: 1

# The list continues.
SMILES	CHO-K1 Ca PAM	CHO-K1 Ca antag	CHRM5 agonist	M5 antag	CHRM4 PAM	M4 antag	CHO-K1 Ca ag	M5 PAM	CHRM4 agonist
CCC(CO)Oc1cc(NC(=O)c2ccc(N)cc2)c2ncn(C(C)C)c2c1 (stereo unspecified)	2	-16	-2	-2	1	-9	-0.5	0	5
CCCc1nnc(NC(=O)CC(=O)OCC)s1	-7	11	1	-2	6	2	0.1	4	0
CC(C#N)Sc1ccc(S(=O)(=O)N2CCCC2)cn1 (stereo unspecified)	-14	-5	-1	13	-2	9	0.1	0	0
O=C(NC(=S)Nc1ccc(Br)cn1)c1cccnc1	12	-8	-2	-2	-5	-1	0.1	5	0
CCCN(CC(=O)Nc1ccccc1C)C(=O)c1cnc(C)cn1	-7	4	2	-11	14	-35	1.3	-2	2
O=C(Cn1cc(SCc2cccc(Cl)c2)c2ccccc21)N1CCOCC1	26	-9	-3	0	-8	-9	3.9	-7	3
O=C(N/N=C/c1cc(Br)c(O)c(Br)c1)c1cccc(C(F)(F)F)c1	20	2	2	5	-1	10	0.0	-1	1
CC(=NCC1CCNCC1)C1=C(O)CC(C)(C)CC1=O	7	5	-4	1	-9	2	0.0	-1	0
O=C(CSc1ncccc1C(=O)O)c1ccccc1F	-1	4	-1	-3	14	3	-0.6	-3	1
COc1ccc(-c2nnc(SC(C)C(=O)Nc3cccc(Cl)c3)o2)cc1 (stereo unspecified)	-1	3	-9	-3	-9	3	0.1	-5	0
CCOC(=O)CSc1nnc(CNC(=O)c2ccc(OC)cc2)n1-c1ccc(OC)cc1	12	-6	-4	-7	12	-9	0.0	5	0
COc1ccccc1N(C)S(=O)(=O)c1ccc(C(=O)NNC(=O)c2ccccc2O)cc1	12	-8	-1	7	7	-9	1.5	1	6
O=C(NNC1=Nc2ccccc2SC1)c1ccc(Cl)cc1	-20	19	2	3	-3	8	0.3	1	0
O=C(c1ccccc1)N1CCN(CCc2ccccc2)CC1	-4	0	-4	6	0	2	0.0	3	1
Cc1cc(C)n(-c2nc3ccccc3c(=O)n2OCCOc2ccccc2)n1	15	-11	-4	-6	3	-17	1.1	-4	1
C=CCC(=O)NC(C)c1cnn(-c2ccccc2C)c1C (stereo unspecified)	0	-12	1	1	5	-11	0.2	-7	1
CC(C)NC(=O)c1ccc2c(c1)N(CC(=O)Nc1ccccc1F)C(=O)C(C)(C)O2	7	-10	-1	6	4	-6	0.2	2	1
Cn1cnnc1SCC(=O)Nc1ccccc1	20	-11	0	13	1	5	0.0	-4	0
CCC(C)NC(=O)CSc1ccc(Cl)cc1 (stereo unspecified)	4	-5	-3	-6	7	-5	0.0	-7	0
C[C@H]1CN([C@@H](C)CO)C(=O)c2c(c3ccccc3n2C)-c2ccccc2CO[C@H]1CN(C)Cc1cccc(F)c1	7	1	4	-15	1	-6	-0.1	13	0
O=C(C[C@@H]1C/C=C\C[C@@H](Cc2ccc(F)cc2)C(=O)OC[C@@H]2CCCN2C1=O)NCCO	26	-19	-1	-7	9	-4	1.1	0	0
Cn1cc2cc(NC(N)=S)ccc2n1	6	-12	0	-3	7	-9	1.3	7	2
Cc1ccccc1NC(=S)NCc1ccc(F)cc1	12	-2	7	-12	-4	-4	0.1	0	1
O=C(Nc1ccc(Oc2cccnc2)cc1)c1cccc([N+](=O)[O-])c1	12	-12	1	7	-5	4	8.5	-12	13
Cc1cc(C(=O)COc2cc(F)ccc2[N+](=O)[O-])c(C)n1C1CC1	7	-12	-8	3	0	-11	2.4	0	4
COc1ccc(/C=N/c2oc(C)c(C)c2C#N)c(OC)c1	13	-13	0	8	3	1	0.2	-4	1
O=C(CNS(=O)(=O)c1ccccc1)N1CCCC1	14	-7	-2	3	8	-5	0.5	3	1
COc1ccc(OC)c(C(=O)/C=C/c2cccnc2)c1	-4	-11	-2	16	-3	-9	0.2	-4	0
CCN(CC)S(=O)(=O)c1ccc(C(=O)NC(=S)N(CCC#N)Cc2cccnc2)cc1	7	-12	-1	-2	-1	4	0.3	4	0
COCc1nnc(NS(=O)(=O)c2ccc(Cl)cc2)s1	16	-3	2	1	-7	6	0.0	8	1
C=CCn1c(C(C)(C)C)nc2ccccc21	3	-11	-3	-1	13	0	-0.7	12	0
CCC(C(=O)OCC(=O)Nc1cc(Cl)ccc1Cl)c1ccccc1 (stereo unspecified)	18	-6	-5	2	-7	-4	0.2	-6	-1
CCc1cc(=O)oc2cc3oc(C)c(C)c3cc12	15	-6	-4	-4	7	-4	-0.1	1	-1
COc1ccc2c(c1)OC[C@H]1[C@H]2N2C(=O)CN(C)C(=O)[C@@]2(C)[C@H]1c1ccccc1	15	-16	1	1	7	-13	1.9	-2	2
Cc1cc(C)n(CC(=O)N2CCCC(N3CCN(c4cccc(C(F)(F)F)c4)CC3)C2)n1 (stereo unspecified)	-1	3	-2	6	3	-4	1.0	5	3
Cc1ccccc1Cn1c2ccccc2c2cnn(CC(=O)NCCCN3CCN(C)CC3)c(=O)c21	9	-16	-8	-5	-1	-4	-0.3	7	0
CCOC(=O)C1=C(C)Nc2ccccc2N=C1NC(=O)/C=C/c1ccc(OC)cc1OC	6	-4	1	0	-1	-7	-0.1	6	2
O=C(NCCNc1ccc(Cl)cc1[N+](=O)[O-])c1ccccc1F	-3	-5	1	12	-6	11	4.8	-7	8
O=C(NC(=S)NNC(=O)c1ccccc1[N+](=O)[O-])c1ccc(Br)cc1	9	7	1	1	6	-14	15	6	0
CCN(CC)CCNC(=O)c1ccc(Cl)c(S(=O)(=O)Nc2ccccc2OC)c1	13	-2	-4	2	2	-6	0.6	-5	0
CCc1nnc(NC(=O)c2nc(Cl)ccc2Cl)s1	-2	17	-5	25	-4	8	0.1	-9	1
C(#Cc1c(-c2ccsc2)sc2ccccc12)c1ccsc1	15	-13	4	9	1	5	0.6	-1	1
CCN(CC)c1ccc(/C=N/NS(=O)(=O)c2ccc(CNC(C)=O)cc2)cc1	-12	0	0	4	-10	-10	1.3	-9	4
CCCOc1ccc(C2C(C(=O)c3ccco3)=C(O)C(=O)N2CCCn2ccnc2)cc1OC (stereo unspecified)	21	-10	0	7	5	-4	0.7	1	1
Cc1ccc(OCC(=O)Nc2cc(S(=O)(=O)N3CCOCC3)ccc2N2CCCC2)cc1	-18	1	-2	-3	12	-4	0.0	6	1
CCOc1ccc(-c2nnc(-c3ccco3)o2)cc1OCC	-1	8	-5	9	4	-4	0.3	-6	3
O=C(CSc1nnnn1Cc1ccccc1)NCC(=O)c1ccccc1	16	-16	0	-2	0	-6	0.8	1	3
CCn1c(COc2cccc(OC)c2)nnc1SCC(=O)Nc1cc(OC)ccc1OC	9	6	2	5	-11	6	3.3	-4	4
Clc1cccc(-c2ccc3ncnc(NCc4cccnc4)c3c2)c1	-8	1	-2	2	18	-2	-0.9	4	2
O=C1CCC[C@@H]2[C@H](Cc3ccccc3)[C@@H](O)C[C@@H]3CCN1[C@@H]32	17	-19	4	2	12	-4	0.7	4	2
CN(Cc1nccs1)C(=O)C1CCC(=O)N(CCc2ccc(Cl)cc2)C1 (stereo unspecified)	3	-2	-2	-8	2	-1	0.6	3	1
CCC(Sc1ncccc1C(=O)O)C(=O)N1CCOCC1 (stereo unspecified)	3	-14	4	1	-5	-3	0.7	-4	0

# Copied from above (2 entries):
SMILES	CHO-K1 Ca PAM	CHO-K1 Ca antag	CHRM5 agonist	M5 antag	CHRM4 PAM	M4 antag	CHO-K1 Ca ag	M5 PAM	CHRM4 agonist
Clc1cccc(-c2ccc3ncnc(NCc4cccnc4)c3c2)c1	-8	1	-2	2	18	-2	-0.9	4	2
O=C1CCC[C@@H]2[C@H](Cc3ccccc3)[C@@H](O)C[C@@H]3CCN1[C@@H]32	17	-19	4	2	12	-4	0.7	4	2

# Assay outcomes deposited in PubChem by The Scripps Research Institute Molecular Screening Center.
